# Bioassay records (PubChem BioAssay)
# HSP90 refold inh: HSP90 inhibitors, primary screen, cell lysate, luminescence; Heat shock protein HSP 90 (rabbit reticulocyte lysate; luciferase refolding); Rabbit reticulocyte lysate, luciferase refolding luminescence, 3 h; inhibition, % at 5.6 µM; 0.91% of 290,000 active; AID 1789, 2009;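 active = inhibition above the screen-wide mean plus 3 SD, computed separately per campaign, cut at about 16% in these data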;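 also: 0% = DMSO wells and 100% = 60 µM geldanamycin wells; inhibitors lower the luminescence because luciferase stays unfolded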
# aSyn 5UTR inh: MLPCN primary screen, SNCA 5' untranslated region | alpha-synuclein 5'UTR reporter, inhibitor activity | inhibition, % (tested at 7.5 µM) | 0.82% of 300,000 active; in the data active = inhibition above about 60%;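 also: H4 neuroglioblastoma cells stably carrying SNCA 5'UTR luciferase fusion; 0% = DMSO wells and 100% = positive control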
# HSF1 inh: HSF1 inhibitors in luciferase reporter cells, primary screen, cell-based, NIH3T3, luminescence | 0.77% of 300,000 active | NIH3T3-HGL HSE-luciferase, MG132-induced, luminescence 8 h; active compounds read low | activity change, negative = inhibition, % at 7.5 µM (by protocol) | AID 2098, 2009;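 active = more than half of replicate wells show activity change below -50%, luminescence cut by over half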;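 also: luciferase reports HSF-1 transcriptional activity via heat shock element; 0% = median of DMSO wells and -100% = zero luminescence signal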
# IEC-6 cytotox: cytotoxicity in IEC-6 intestinal epithelial cells, primary screen, cytotoxicity control for KLF5 inhibitor project, cell-based, luminescence; 0.78% of 290,000 active; IEC-6 cytotoxicity, luminescence viability; inhibition, % at 5 µM; in the data active = inhibition above about 22%;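 also: 0% = plate median of test compound wells and 100% = cytotoxic reference compound wells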
# HSF1 activator: HSF-1 activators, primary screen, NIH3T3-HGL cells, MG132 stress, luminescence, single point. 1.7% of 300,000 active. activation, % at 9 µM. NIH3T3-HGL HSF-1 luciferase reporter, 8 h; 100% = twice DMSO control signal;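 active = mean replicate activation of at least 50% with a set share of replicates each reaching 50%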;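 also: 0% = median of the neutral control wells and 100% = twice that signal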
# GSK3A inh: blockers of GSK3A enzyme activity – biochemical, luminescence, cell-free homogeneous, HTS, primary screen. Glycogen synthase kinase-3 alpha (Homo sapiens), P49840. inhibition, % at 10 µM. GSK-3 alpha kinase, ADP-Glo luminescence, 60 min. AID 2650, 2010. 0.1% of 320,000 active;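 in the data active = inhibition above about 50%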;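 also: GST-tagged GSK-3 alpha with peptide substrate and 25 µM ATP; 0% = DMSO neutral wells and 100% = GW8510 positive control wells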
# Target sequence (P49840 whole entry, looked up): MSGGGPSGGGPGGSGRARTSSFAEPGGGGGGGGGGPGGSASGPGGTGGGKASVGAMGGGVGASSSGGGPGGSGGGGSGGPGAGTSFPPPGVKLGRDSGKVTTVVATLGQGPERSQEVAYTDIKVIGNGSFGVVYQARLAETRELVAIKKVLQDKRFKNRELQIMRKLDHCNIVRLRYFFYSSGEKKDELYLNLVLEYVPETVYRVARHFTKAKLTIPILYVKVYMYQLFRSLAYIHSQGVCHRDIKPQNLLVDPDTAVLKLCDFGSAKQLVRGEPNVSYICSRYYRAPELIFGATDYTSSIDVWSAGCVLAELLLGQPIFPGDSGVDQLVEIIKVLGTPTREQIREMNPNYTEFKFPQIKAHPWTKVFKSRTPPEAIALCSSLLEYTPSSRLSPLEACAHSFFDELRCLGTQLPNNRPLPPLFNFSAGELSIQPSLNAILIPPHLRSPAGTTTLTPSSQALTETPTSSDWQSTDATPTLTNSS
# KLF5 inh: KLF5 expression inhibitors, primary screen, DLD-1 cells, luminescence; DLD-1 KLF5 promoter-luciferase reporter; inhibition, % at 5 µM; AID 1700, 2009; 0.23% of 290,000 active;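 active = inhibition above a per-plate limit of that plate's mean compound inhibition plus 3 SD, cut at about 60% in these data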;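 also: 0% = DMSO wells and 100% = LY294002 at 200 µM; higher means less KLF5 promoter-driven luciferase light; inactives centre near -14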
# Platelet DG rel: inhibitors of platelet dense granule secretion, primary screen, cell-based, MLPCN, human platelets. human platelet-rich plasma, SFLLRN dense granule ATP release, luminescence. inhibition, %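 (compounds screened at 7.5 µM in platelet-rich plasma)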. 0.22% of 300,000 active;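 active = mean replicate score, as percent of positive control, at or above 50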
# GSK3beta inhib: human GSK3beta kinase inhibitors, primary screen, biochemical, cell-free homogeneous, HTS. Glycogen synthase kinase-3 beta (Homo sapiens), P49841. activity score (negative = inhibition), % at 10 µM. 0.038% of 300,000 active. AID 2097, 2009. GST-GSK3beta kinase, ADP-Glo luminescence, 60 min; active compounds read low;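 active = more than half of replicate wells score below -50%, meaning over 50% inhibition versus plate controls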;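 also: 0% = median DMSO wells and -100% = median GW8510 positive control wells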
# Target sequence (P49841 whole entry, looked up): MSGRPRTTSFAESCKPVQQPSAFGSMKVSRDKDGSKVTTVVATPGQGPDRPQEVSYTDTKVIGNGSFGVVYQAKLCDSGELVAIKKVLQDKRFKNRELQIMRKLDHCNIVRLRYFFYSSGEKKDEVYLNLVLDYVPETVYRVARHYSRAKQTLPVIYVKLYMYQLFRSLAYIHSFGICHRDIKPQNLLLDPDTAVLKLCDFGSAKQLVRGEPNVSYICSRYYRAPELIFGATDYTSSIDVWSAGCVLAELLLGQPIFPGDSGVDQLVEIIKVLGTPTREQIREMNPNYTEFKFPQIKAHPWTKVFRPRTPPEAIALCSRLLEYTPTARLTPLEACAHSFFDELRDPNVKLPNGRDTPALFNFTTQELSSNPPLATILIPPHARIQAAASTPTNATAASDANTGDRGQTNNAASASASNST
#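 Assay system: GST-fused GSK3beta enzyme, cell-free / Medium: Tris pH 7.5 buffer with MgCl2, DTT, BSA, heparin / Also added: peptide substrate plus 25 µM ATP (final) / Compound: 10 µM single point / Timing: kinase reaction with compound 60 min at room temperature / Detection: ADP-Glo luminescence / Benchmarks: DMSO neutral wells and GW8510 at 20 µM as positive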
# DYRK1A inh: rat Dyrk1A kinase inhibitors, primary screen, biochemical, single point, plate reader. ADP-Glo luminescence, NFATc1 peptide. inhibition, % at 12.5 µM. 0.43% of 310,000 active; in the data active = inhibition above about 50%;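 also: plate controls were vehicle with enzyme for no effect and no enzyme for full effect; many of its hits are not listed in these tables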
# Starred values were filed as active, the others as inactive; . = no result given. Some of the compounds tested; the hit share may differ from the screen's.
SMILES,HSP90 refold inh,aSyn 5UTR inh,HSF1 inh,IEC-6 cytotox,HSF1 activator,GSK3A inh,KLF5 inh,Platelet DG rel,GSK3beta inhib,DYRK1A inh
Cc1nn(C)c(C)c1NC(=O)CSc1nnc(C)n1-c1ccccc1,-1,24,-3,2,-2,-1,-17,-6,1,2
Cc1cc(C(C)(C)C)oc1C(=O)N(CC(=O)NC1CCCC1)c1c(C)cccc1C,0,-3,-53*,-4,-58,0,4,6,2,-17
NC(=O)C1(S(=O)(=O)c2ccccc2)CCCCC1,1,7,-5,-3,-3,-1,-16,4,-2,-3
CCN(CC)c1ccc(NC(=S)NC(=O)Cc2ccccc2)cc1,2,31,19,1,28,3,3,6,1,-4
O=c1[nH]n(-c2ccccc2)c(=O)c(Cl)c1Cl,-2,4,-5,-3,-8,3,-21,9,3,-4
Cc1ccc(N=Cc2ccc(N(C)C)cc2)cc1C,-3,-123,-28,-4,-34,0,5,-7,-2,-4
C=CCc1ccccc1OCC(O)CN1CCN(c2ccccc2OC)CC1 (centres undefined),1,-32,-1,6,12,-2,11,-3,-1,3
O=C(Nc1ccc(-c2nnc(-c3ccccc3)o2)cc1)C(F)(F)F,-1,-54,10,-2,32,.,-99,22,-2,-2
COc1cc(NC(=O)Nc2cccc([N+](=O)[O-])c2)cc(OC)c1,1,-3,.,4,.,1,-10,-2,0,2
Cc1nc2nc(C)c(CCC(=O)N3CCN(c4ccccn4)CC3)c(C)n2n1,-1,-1,-8,2,-4,-3,-15,-9,2,-3
COc1ccccc1N1C(=O)C2CCC(c3ccccc3)CC2C1=O (centres undefined),1,9,-2,5,3,-1,-3,-4,2,-6
Cn1cc(S(=O)(=O)N2CCCC2)cc1C(=O)Nc1cccc(C(F)(F)F)c1,0,2,6,5,11,1,2,-5,0,0

# One compound at a time (already shown):
# Cc1cc(C(C)(C)C)oc1C(=O)N(CC(=O)NC1CCCC1)c1c(C)cccc1C is entered as HSP90 refold inh: 0; aSyn 5UTR inh: -3; HSF1 inh: -53*; IEC-6 cytotox: -4; HSF1 activator: -58; GSK3A inh: 0; KLF5 inh: 4; Platelet DG rel: 6; GSK3beta inhib: 2; DYRK1A inh: -17
# Cc1ccc(N=Cc2ccc(N(C)C)cc2)cc1C is entered as HSP90 refold inh: -3; aSyn 5UTR inh: -123; HSF1 inh: -28; IEC-6 cytotox: -4; HSF1 activator: -34; GSK3A inh: 0; KLF5 inh: 5; Platelet DG rel: -7; GSK3beta inhib: -2; DYRK1A inh: -4
# CCN(CC)c1ccc(NC(=S)NC(=O)Cc2ccccc2)cc1 is entered as HSP90 refold inh: 2; aSyn 5UTR inh: 31; HSF1 inh: 19; IEC-6 cytotox: 1; HSF1 activator: 28; GSK3A inh: 3; KLF5 inh: 3; Platelet DG rel: 6; GSK3beta inhib: 1; DYRK1A inh: -4

# Among those listed so far, these have nitrogen in an aromatic ring:
SMILES,HSP90 refold inh,aSyn 5UTR inh,HSF1 inh,IEC-6 cytotox,HSF1 activator,GSK3A inh,KLF5 inh,Platelet DG rel,GSK3beta inhib,DYRK1A inh
Cc1nn(C)c(C)c1NC(=O)CSc1nnc(C)n1-c1ccccc1,-1,24,-3,2,-2,-1,-17,-6,1,2
O=c1[nH]n(-c2ccccc2)c(=O)c(Cl)c1Cl,-2,4,-5,-3,-8,3,-21,9,3,-4
O=C(Nc1ccc(-c2nnc(-c3ccccc3)o2)cc1)C(F)(F)F,-1,-54,10,-2,32,.,-99,22,-2,-2
Cc1nc2nc(C)c(CCC(=O)N3CCN(c4ccccn4)CC3)c(C)n2n1,-1,-1,-8,2,-4,-3,-15,-9,2,-3
Cn1cc(S(=O)(=O)N2CCCC2)cc1C(=O)Nc1cccc(C(F)(F)F)c1,0,2,6,5,11,1,2,-5,0,0

# Other entries.
SMILES,HSP90 refold inh,aSyn 5UTR inh,HSF1 inh,IEC-6 cytotox,HSF1 activator,GSK3A inh,KLF5 inh,Platelet DG rel,GSK3beta inhib,DYRK1A inh
Cc1ccc(C)n1-c1ccc(C(=O)Nc2ccccc2)cc1,0,-82,-5,2,10,-3,-38,9,1,3
O=S(=O)(c1cccc(C(F)(F)F)c1)N1CCN(c2ccccc2)CC1,-3,-8,17,-1,33,-5,-8,-3,3,7
Cc1c(C)n2c(SCC(=O)NCc3ccc4c(c3)OCO4)nnc2[nH]c1=O,.,15,0,.,2,1,.,-1,0,5
Cc1sc2c(=O)n3c(nc2c1C(=O)NCCCN1CCOCC1)CCCCC3,10,-12,-2,2,0,-1,-3,1,3,8
N#C/C(=C\c1ccc(-c2cccc([N+](=O)[O-])c2)o1)C(=O)Nc1nc(-c2cccs2)cs1,1,-7,-3,-7,4,-1,-14,12,0,11
COc1ccc(-c2ccc(C)cc2)cc1[C@H]1[C@@H]2C=CCC[C@@]2(C)C(=O)N1Cc1ccccc1,.,14,5,.,-1,-2,.,1,-4,1
CN(C)CCNC(=O)C(=O)NCC1OCCN1S(=O)(=O)c1ccc2c(c1)OCCO2 (centres undefined),9,-14,6,7,0,0,-4,-3,-2,-7
CCO[C@@H]1OC(C(=O)NC2CC2)=C[C@H](c2c[nH]c3ccccc23)[C@H]1CCCO,.,5,-4,.,-7,1,.,1,3,-7
CCN1CCN(c2cc(C)c3cc(NC(=S)N4CCCC4)ccc3n2)CC1,3,-16,8,4,13,0,-15,12,-2,1
N#Cc1c(-c2ccccc2)nc2n(c1=O)CCS2,-1,13,3,-5,19,3,-21,-1,-1,5
Cc1cc(Cl)ccc1OCC(=O)OCC(=O)N(CC(C)C)c1c(N)n(Cc2ccccc2)c(=O)[nH]c1=O,.,2,-1,.,-4,-1,.,10,1,-1
COc1cc(/C=C/c2noc(-c3ccccc3O)n2)ccc1OC(C)=O,-7,-130,15,-2,54*,2,-50,1,0,0
COc1cc(S(=O)(=O)N2CCN=C2c2ccccc2)ccc1Cl,-2,20,1,-5,1,4,-11,0,3,2
COc1ccccc1-c1noc(CCC(=O)Nc2cc(C(F)(F)F)ccc2Cl)n1,-2,-9,24,-3,47,12,-1,4,0,-3
CC(=O)NC(Cc1ccc(F)cc1)C(=O)NC1CCN(C(=O)Nc2ccccc2C)CC1 (centres undefined),1,7,-6,7,2,3,18,0,2,2
CCOC(=O)N1CCN(C(=O)C2CC(c3ccccc3OC)=NO2)CC1 (centres undefined),5,-3,-2,8,3,-2,2,2,-4,4
COc1ccc(N(CC(O)Cn2c(C)nc3ccccc32)S(=O)(=O)c2ccc(C)cc2)cc1 (centres undefined),-1,18,7,0,3,1,-18,-5,1,2
CC(C)(C)NCc1cc(Br)ccc1OCc1cccs1,-4,2,7,-3,4,6,-16,-1,-2,-3
CC(C)(C)NC(=O)COc1coc(CN2CCN(C(=O)c3ccco3)CC2)cc1=O,.,0,-1,.,-9,-1,.,19,1,-5
c1ccc2c3c([nH]c2c1)C(C1CCCCC1)N(Cc1ncc[nH]1)CC3 (centres undefined),-3,-1,-5,-2,20,.,-31,-3,1,0
O=C(CCCc1nc2ccccc2s1)Nc1ccccc1,0,-26,1,-8,-3,-2,-24,-9,4,-3
S=C(Nc1ccccc1)N1CCOCCOCCN(C(=S)Nc2ccccc2)CCOCCOCC1,2,9,-4,1,1,1,-7,9,2,-88
CN1CCC(OC(=O)Cc2ccc(Cl)cc2)CC1,4,-18,-4,-1,-3,-1,-41,6,-10,-3
COc1ccc(OC)c(S(=O)(=O)NCC2CCCO2)c1 (centres undefined),-1,-19,-9,7,5,-1,-8,-4,1,10
CCOC(=O)NNC(=O)C12CC3CC(CC(C3)C1)C2,3,-5,-5,2,-2,3,-2,3,2,-1
O=C(CSc1nnc(-c2ccc3c(c2)OCO3)o1)Nc1ncc(C(F)(F)F)cc1Cl,0,-25,7,0,-5,-3,-21,0,4,1
CN(C)C1(CNC(=O)C2CCN(S(=O)(=O)c3cccc(C(F)(F)F)c3)CC2)CCCCC1,1,9,-3,6,-17,-4,-10,2,-3,0
Cc1[nH]c2ccccc2c1C(=O)C(=O)NCc1cccs1,-4,1,-2,0,4,-2,-15,5,0,0
CC(C)(O)CCc1c(-c2ccc(O)cc2O)oc2c3c(cc(O)c2c1=O)OC(C)(C)C=C3,.,7,17,.,31,1,.,-1,0,1
COc1ccccc1CCC(=O)Nc1cccc(S(=O)(=O)N2CCCCCC2)c1,.,-5,-1,.,-4,-2,.,-6,4,3
Cc1[nH][nH]c(=O)c1C(c1ccc(-c2cccc(Cl)c2)o1)c1c(C)[nH][nH]c1=O,9,-26,17,-1,6,3,-19,4,-5,-2
CCn1cc([N+](=O)[O-])c(C(=O)Nc2ccn(Cc3ccccc3F)n2)n1,2,4,5,6,-2,.,0,5,-2,1
C/C(Cl)=C\Cn1c(NCCc2ccccc2)nc2c1c(=O)n(C)c(=O)n2C,1,27,-15,-5,-11,-2,-27,-1,1,-4
NS(=O)(=O)c1ccc(NC(=O)CN2C(=O)c3ccccc3C2=O)cc1,0,2,2,0,-6,-1,-24,-3,5,-6
N#Cc1nc(-c2ccco2)oc1N1CCCC1,2,-35,-2,5,-3,1,-25,-2,0,5
COc1ccc(N2CC(C(=O)Nc3ccc(S(=O)(=O)Nc4nccs4)cc3)CC2=O)cc1 (centres undefined),-2,-10,-22,1,-37,0,-11,-1,3,-3
CCC(=O)N1CCN(c2ccc(NC(=O)c3ccco3)cc2Cl)CC1,1,-43,7,2,6,.,-59,9,2,-1
CC(=O)N/N=C/c1cc(C(C)C)cc(/C=N/NC(C)=O)c1O,-1,1,2,-1,-14,0,12,10,2,-1
CC(C)C(NC(=O)CSCc1ccc([N+](=O)[O-])cc1)C(C)C,3,0,-10,2,-8,-3,-18,-15,0,-3
Cc1cc(C(=O)CN2C(=O)NC(c3ccccc3)(c3ccccc3)C2=O)c(C)n1Cc1ccccc1,4,5,-9,-2,6,0,20,1,0,5
O=C(COc1ccccc1)Nc1nnc(-c2ccc(F)cc2)o1,2,-4,-4,-1,-1,7,3,-6,-8,6
